Screening data: PubChem, Johns Hopkins Ion Channel Center
KCNQ1 pot: potentiators or activators of KCNQ1 channel, primary screen, cell-based, thallium flux, high-throughput. Potassium voltage-gated channel subfamily KQT member 1 (Homo sapiens), P51787. CHO-K1 KCNQ1, thallium flux FluxOR fluorescence; active compounds read high. B-score at 10 µM. actives 0.35% (n = 310,000). AID 2648, 2010;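 active = fluorescence ratio B-score, a plate-corrected score, at least three library SD, with initial intensity B-score within 5 SD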
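Assay system: CHO-K1 cells stably expressing KCNQ1. Medium: assay buffer for compound exposure, DMSO matched across wells. Timing: 37 °C overnight plating, 90-min dark dye load, 20-min compound pretreatment. Signal: kinetic FluxOR fluorescence, 10 s baseline plus 110 s post-stimulus.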
KCNK9 block: KCNK9 potassium channel inhibitors, primary screen, HEK293 cells, thallium flux. Potassium channel subfamily K member 9 (Homo sapiens), Q9NPC2. FluxOR thallium flux fluorescence; active compounds read low. B-score at 10 µM. actives 1.2% (n = 310,000). AID 488922, 2010;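 active = ratio B-score over 3 SD below the library mean, with starting fluorescence within 5 SD of its mean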;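 note: negative B-score means less thallium flux so channel inhibition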
RGS4 pot: RGS4 potentiators or activators, primary screen, cell-based, HEK293 M3R inducible RGS4, calcium flux; carbachol calcium flux Fluo4; active compounds read low; B-score at 10 µM; actives 0.92% (n = 310,000);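 active = B-score of the integrated calcium signal more than 4 SD below the library mean, with starting fluorescence not abnormally high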;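 note: negative B-score means reduced calcium response which marks RGS4 activation or potentiation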
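Detection: kinetic calcium fluorescence imaging with Fluo4-AM dye, 2 µM / Material: HEK293 cells with stable M3R and inducible RGS4 / Schedule: recording 10 s baseline at 1 Hz, 100 s post-agonist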
hERG protect: hERG rescue from dofetilide block, primary screen, cell-based, CHO-hERG, FluxOR thallium flux, dofetilide IC70; Voltage-gated inwardly rectifying potassium channel KCNH2 (Homo sapiens), Q12809; dofetilide IC70 present; activation (rescue from dofetilide block), less the hit threshold, % at 10 µM; actives 0.51% (n = 310,000); AID 1511, 2009;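 active = activation above the mean of controls blocked by dofetilide plus 5 SD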;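 note: thallium influx through hERG after potassium depolarization seen as dye fluorescence rise; in these data hits start at about 4.7%; inactives centre near -7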
MrgX1 ag: agonists of human MrgX1 receptor, primary screen, HEK293 cells, Fluo-4 calcium flux | actives 0.44% (n = 310,000) | Fluo-4 calcium fluorescence, agonist mode; active compounds read high | B-score at 10 µM;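 active = calcium response B-score plate-corrected fluorescence ratio at least 3 library SD, with starting fluorescence B-score inside 5 SD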
Target sequence (Q96LB2 whole entry, looked up): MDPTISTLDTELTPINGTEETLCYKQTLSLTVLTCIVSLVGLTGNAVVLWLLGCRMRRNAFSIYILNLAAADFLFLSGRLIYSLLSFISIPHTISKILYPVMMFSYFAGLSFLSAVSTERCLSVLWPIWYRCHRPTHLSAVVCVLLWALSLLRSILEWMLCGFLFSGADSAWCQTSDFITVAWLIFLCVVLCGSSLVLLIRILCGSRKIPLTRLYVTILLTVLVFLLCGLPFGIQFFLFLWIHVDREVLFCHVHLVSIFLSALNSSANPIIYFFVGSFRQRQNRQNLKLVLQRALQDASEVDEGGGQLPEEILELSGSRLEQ
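System – MrgX1-expressing HEK293 cells · Incubation – cells plated overnight, dye loaded 0.5 h 37 °C, 0.5 h room temperature · Technique – kinetic Fluo-4 NW fluorescence of intracellular calcium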
RGS4 block: RGS4 inhibitors, primary screen, cell-based, HEK293 M3R inducible RGS4, calcium flux; B-score at 10 µM; Regulator of G-protein signaling 4 (Homo sapiens), P49798; actives 0.45% (n = 310,000); Fluo-4 calcium flux; active compounds read high; triggered by carbachol at its EC20;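 active = B-score, a plate-corrected calcium signal, over three deviations above library mean, with baseline fluorescence within five deviations of library mean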;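 note: RGS4 expression induced by doxycycline in cells with stable M3 receptor; B-score is computed from the integrated fluorescence ratio over baseline after carbachol; higher B-score means a larger calcium signal and so more RGS4 inhibition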
Target sequence (P49798 whole entry, looked up): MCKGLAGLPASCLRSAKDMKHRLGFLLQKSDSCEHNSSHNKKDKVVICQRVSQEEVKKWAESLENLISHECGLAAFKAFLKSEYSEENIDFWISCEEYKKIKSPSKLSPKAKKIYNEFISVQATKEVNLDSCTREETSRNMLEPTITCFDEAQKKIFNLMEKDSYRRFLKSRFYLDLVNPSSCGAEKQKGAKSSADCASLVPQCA
ANO1 block: TMEM16A chloride channel inhibitors, primary screen, cell-based, HTS | HEK293 TMEM16A/YFP iodide influx fluorescence, ionomycin | AID 588511, 2011 | normalized B-score (activity score, 25-100; higher = stronger inhibition) at 10 µM | actives 1.2% (n = 310,000);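 active = ratio plate-corrected score three or more library SD toward inhibition, starting fluorescence score within five deviations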;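 note: score derived from kinetic fluorescence span divided by baseline fluorescence per well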
KCNK3 inh: human KCNK3 channel inhibitors, primary screen, CHO cells, FluxOR thallium flux, B-score. Potassium channel subfamily K member 3 (Homo sapiens), O14649. FluxOR fluorescence; active compounds read low. actives 0.84% (n = 340,000). B-score at 10 µM;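 active = B-score under library mean minus 4 SD, starting fluorescence ratio at most library mean plus 5 SD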;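 note: more negative B-score means stronger inhibition of thallium flux through KCNK3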
Target sequence (O14649 whole entry, looked up): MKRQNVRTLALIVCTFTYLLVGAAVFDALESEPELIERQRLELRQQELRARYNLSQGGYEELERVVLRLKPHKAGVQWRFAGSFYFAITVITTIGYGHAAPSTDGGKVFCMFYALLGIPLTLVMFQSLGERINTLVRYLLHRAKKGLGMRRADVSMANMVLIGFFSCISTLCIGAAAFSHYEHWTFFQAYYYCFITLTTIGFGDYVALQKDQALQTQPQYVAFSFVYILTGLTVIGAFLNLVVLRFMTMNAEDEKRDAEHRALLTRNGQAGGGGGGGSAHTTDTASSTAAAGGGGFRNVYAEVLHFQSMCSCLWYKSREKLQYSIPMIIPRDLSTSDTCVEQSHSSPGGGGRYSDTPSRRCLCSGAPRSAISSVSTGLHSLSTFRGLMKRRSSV
TMEM16A act: TMEM16A chloride channel activators or potentiators, primary screen, cell-based, HTS. Anoctamin-1 (Mus musculus), Q8BHY3. HEK293 TMEM16A/YFP-H148Q/I152L, iodide quench fluorescence; active compounds read low. B-score at 10 µM. actives 0.3% (n = 340,000). AID 623877, 2012;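 active = fluorescence-ratio B-score plate-corrected deviation score at least 3 library SD below zero, with starting fluorescence score within 5 deviations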;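 note: channel opened by trigger with iodide after compound preincubation; score built on the fluorescence ratio of max minus min over baseline; more negative score means more quench and so TMEM16A activation or potentiation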
KCNQ1 block: inhibitors of human KCNQ1 channel, primary screen, cell-based, thallium flux, high-throughput; CHO-K1 KCNQ1, FluxOR thallium flux fluorescence; active compounds read high; B-score at 10 µM; Potassium voltage-gated channel subfamily KQT member 1 (Homo sapiens), P51787; AID 2642, 2010; actives 1.3% (n = 310,000);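 active = compounds whose thallium flux B-score, printed positive for inhibition, exceeds three library SD while starting fluorescence stays within three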;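 note: channel opened by potassium depolarization with thallium stimulus after 20 min compound exposure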
MrgX1 PAM: positive allosteric modulators of MrgX1, primary screen, HEK293 cells, Fluo-4 calcium flux. Mas-related G-protein coupled receptor member X1 (Homo sapiens), Q96LB2. FDSS; active compounds read high. B-score at 10 µM. actives 0.63% (n = 310,000). AID 588675, 2011;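 active = plate-corrected calcium response at least 3 library SD above typical, normal starting fluorescence, not activating the receptor alone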;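 note: compound read alongside a low EC10 to EC30 dose of BAM8-22 agonist; peak minus trough fluorescence over baseline measured at the second addition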
* = called active by the depositor; i = inactive; x = not tested or not shown. An unsorted share of the library; overall some 6.3% were active at least once.

Order of values: RGS4 pot, RGS4 block, TMEM16A act, KCNK9 block, hERG protect, KCNQ1 pot, MrgX1 ag, MrgX1 PAM, KCNK3 inh, ANO1 block, KCNQ1 block
> COc1ccc(OC)c(/C=N/NC(=O)c2nnn(-c3nonc3N)c2-c2cccs2)c1
 : i, i, i, i, -5, i, i, i, i, i, i
> CCC(C)NC(=O)CC(NS(=O)(=O)c1ccc(Cl)cc1)c1ccco1 (centres undefined)
 : i, i, i, i, -10, i, i, i, i, i, i
> Nc1ccc(S(=O)(=O)N2CCCC2)cc1Cl
 : i, i, i, i, -4, i, i, i, i, i, i
> COc1cc2c(cc1NC(=O)CCCN1C(=O)CCC1=O)oc1ccccc12
 : i, i, i, i, -9, i, i, i, i, i, i
> CC(=O)NC1(C(F)(F)F)NC(=O)N(c2ccc(F)cc2)C1=O (centres undefined)
 : i, i, i, i, -16, i, i, i, i, i, i
> O=C1N/C(=C/c2cccn2-c2ccc(F)cc2)C(=O)N1Cc1ccccc1F
 : i, i, i, i, -4, i, i, i, i, i, i
> O=C(Nc1ccccc1C(=O)O)c1ccc(NC(=O)C2CCCO2)cc1 (centres undefined)
 : i, i, i, i, -1, i, i, i, i, i, i
> CCC1C(=O)c2ccccc2N(C)C1=O (centres undefined)
 : i, i, i, i, -3, i, i, i, i, i, i
> CCCC(=O)NC(c1ccc(OC)cc1)c1c(O)ccc2ccccc12 (centres undefined)
 : i, i, i, i, -9, i, i, i, i, i, i
> CC(C)[C@@H]1COC(c2cccc(C3=N[C@H](C(C)C)CO3)n2)=N1
 : i, i, i, i, -10, i, i, i, i, i, i
> CCOc1ccc(N(C(=O)c2snc(C(N)=O)c2N)C(CC)C(=O)NC2CCCC2)cc1 (centres undefined)
 : i, i, i, i, -3, i, i, i, i, i, i
> COc1ccc(OCc2cc(C(=O)N3CCSCC3)no2)c(Cl)c1
 : i, i, i, i, -8, i, i, i, i, i, i
> O=C(N/N=C/c1cccc(O)c1)c1ccc(NC(=O)c2cccc([N+](=O)[O-])c2)cc1
 : i, i, i, i, -7, i, i, i, i, i, i
> COc1ccccc1Cn1c(C)nnc1-c1cnn(C)c1N
 : i, i, i, i, -4, i, i, i, i, i, i
> CCCN1CCN(C(=O)C(C)n2nc(C)c3sc4ccccc4c3c2=O)CC1 (centres undefined)
 : i, i, i, i, -8, i, i, i, i, i, i
> COc1cccc(C(=O)COc2ccccc2-c2ccccc2)c1
 : i, i, i, i, -4, i, i, i, i, i, i
> CC(NCC(=O)Nc1cc(S(=O)(=O)N2CCCCCC2)ccc1Cl)c1ccccc1 (centres undefined)
 : i, i, i, i, -12, i, i, i, i, 100*, i
> CC1(C)Cc2c(c(N3CCOCC3)nc3sc(C(N)=O)c(N)c23)CO1
 : i, i, i, i, -12, i, i, i, i, i, i
> Cc1ccc(Oc2cc(NC(=O)CCCn3nc([N+](=O)[O-])c(Cl)c3C)cc([N+](=O)[O-])c2)cc1
 : i, i, i, i, -13, i, i, i, i, i, 7*
> O=c1c2[nH]c3ccc(F)cc3c2ncn1Cc1ccncc1
 : i, i, i, i, -8, i, i, i, i, i, i
> COc1ccc(/C=C2\SC(=O)N(CCCC(=O)Nc3ccc(C(=O)O)cc3)C2=O)cc1OC
 : i, i, i, i, -11, i, i, i, i, i, i
> CCOc1ccc(CN2CCN(Cc3ccc4cc(F)ccc4n3)CC2CCO)cc1 (centres undefined)
 : i, i, i, i, -4, i, i, i, i, i, i
> CNC(=O)C1CC(=O)N(CCc2ccc(OC)c(OC)c2)C(=Nc2ccc(F)cc2)S1 (centres undefined)
 : i, i, i, i, -20, i, i, i, i, i, i
> CCOC(=O)C1CC(c2ccc(Cl)cc2)=NNC1=O (centres undefined)
 : i, i, i, i, -4, i, i, i, i, i, i
> COc1ccccc1CNC(=O)C1CCN(C(=O)NC2CCCCC2)CC1
 : i, i, i, i, -7, i, i, i, i, i, i
> CCCC1(C(=O)O)NC(c2ccccc2O)C2C(=O)N(Cc3ccccc3)C(=O)C21 (centres undefined)
 : i, i, i, i, -4, i, i, i, i, 100*, i
> O=C(NCc1nnnn1-c1ccc(F)cc1)C1CC(=O)N(c2ccc(F)cc2)C1 (centres undefined)
 : i, i, i, i, -14, i, i, i, i, i, i
> Cc1c(C(=O)Nc2ccc(F)cc2)sc2ncn(CC(=O)N3CCCCC3)c(=O)c12
 : i, i, i, i, -9, i, i, i, i, i, i
> O=C(CNC(=O)c1ccco1)OCc1ccc(C(=O)c2ccccc2)cc1
 : i, i, i, i, -10, i, i, i, i, i, i
> CC(=O)c1cccc(N(C(=O)c2ccco2)C(C(=O)NC2CCCC2)c2ccc(N3CCOCC3)cc2)c1 (centres undefined)
 : i, i, i, i, -6, i, i, i, i, i, i
> CCOC(=O)c1ccc(N2C(=O)C(O)=C(C(C)=O)C2c2ccc(O)c(OC)c2)cc1 (centres undefined)
 : i, i, i, i, -7, i, i, i, i, i, i
> O=C(CCCn1c(=O)oc2ccccc21)N1CCc2ccccc2C1
 : i, i, i, i, -5, i, i, i, i, i, i
> Cc1cc(C)nc(/N=C2\NC(=O)CC(C(=O)O)N2CCc2c[nH]c3ccccc23)n1 (centres undefined)
 : i, i, i, i, -9, i, i, i, i, i, i
> Cc1cccc(C)c1NC(=O)CN(c1ccccn1)S(=O)(=O)c1ccc(F)cc1
 : i, i, i, i, -4, i, i, i, i, i, i
> CC1(C)CC(CC(=O)Nc2ccc([N+](=O)[O-])cc2)C(=O)O1 (centres undefined)
 : i, i, i, i, -5, i, i, i, i, i, i
> O=C(OCCN1C(=O)c2cccc3c(N4CCOCC4)ccc(c23)C1=O)c1cccc(Cl)c1
 : i, i, x, i, -15, i, i, i, x, i, i
> COc1ccc(F)cc1C(=O)C1CCCN(Cc2c(C)n(C)n(-c3ccccc3)c2=O)C1 (centres undefined)
 : i, i, i, i, -4, i, i, i, i, i, i
> Cc1cc(Br)c2[nH]cc(CCNC(=O)c3ccco3)c2c1
 : i, i, i, i, -14, i, i, i, i, i, i
> COc1ccc(C2(c3ccc(OC)cc3)NC(=O)N(CC(=O)Nc3ccc(C(=O)N(C)C)cc3)C2=O)cc1
 : i, i, i, i, -8, i, i, i, i, i, i
> COc1cccc(C(=O)c2cn(CC(=O)NCc3ccco3)c3nc(C)ccc3c2=O)c1
 : i, i, i, i, -7, i, i, i, i, i, i
> COC(=O)c1ccc(NC(=O)CCn2cccc2)cc1
 : i, i, i, i, -6, i, i, i, i, i, i
> Cc1ccc(S(=O)(=O)C2(C(=O)N3CCCC(C)C3)CC2)cc1 (centres undefined)
 : i, i, i, i, -9, i, i, i, i, 25*, i
> CN1C/C(=C/c2cccs2)C(=O)/C(=C\c2cccs2)C1
 : i, i, i, i, -6, i, i, i, i, i, i
> COc1cccc(-c2cc(C(=O)N3CCN(c4ccc(F)cc4)CC3)no2)c1
 : i, i, i, i, -7, i, i, i, i, i, i
> CCOC(=O)C[C@H]1c2cc(F)ccc2S(=O)(=O)N1C1CCCC1
 : i, i, i, i, -7, i, i, i, i, i, i
> O=C(Nc1ccc(N2CCN(C(=O)c3cccs3)CC2)cc1)c1cccnc1Cl
 : i, i, i, i, -11, i, i, i, i, i, i
> CCC(=O)Nc1cccc(-c2csc(-c3ccccc3)n2)c1
 : i, i, i, -7.4*, -10, i, i, i, i, i, i
> Cc1cc(N2CCCC2)nc2ccc(NC(=S)NC(C)C)cc12
 : i, i, i, i, -8, i, i, i, i, i, i
> Cc1noc(COc2ccccc2OCc2onc(C)c2Cl)c1Cl
 : i, i, i, i, -9, i, i, i, i, i, i
> CCN(CC)CCOC(=O)CCc1cccc2ccccc12
 : i, i, i, i, -2, i, i, i, i, i, i

Continuation:
Order of values: RGS4 pot, RGS4 block, TMEM16A act, KCNK9 block, hERG protect, KCNQ1 pot, MrgX1 ag, MrgX1 PAM, KCNK3 inh, ANO1 block, KCNQ1 block
> O=C(NCC(c1cccs1)N1CCOCC1)c1ccc(Cl)s1 (centres undefined)
 : i, i, i, i, -18, i, i, i, i, i, i
> Cc1cccc(N(CC(=O)Nc2c(C)n(C)n(-c3ccccc3)c2=O)S(C)(=O)=O)c1C
 : i, i, i, i, -2, i, i, i, i, i, i
> Cc1ccc(CC(=O)N/N=C/c2ccc(OC(=O)c3ccc([N+](=O)[O-])cc3)cc2)cc1
 : i, i, i, i, -8, i, i, i, i, i, i
> O=C(c1ccc2c(c1)N(Cc1ccccc1)CCS2)N1CCCCC1
 : i, i, i, i, -14, i, i, i, -9.9*, i, i
> C=CCn1c(C)nnc1SCC(=O)Nc1oc(C)c2c(C)n[nH]c(=O)c12
 : i, i, i, i, -11, i, i, i, i, i, i
> COc1cccc(NC(=O)CC(c2ccc(OC(C)C)cc2)c2ccccc2OC)c1 (centres undefined)
 : i, i, i, i, -6, i, i, i, i, i, i
> Cc1cccc(C(=O)NCC(C)NC(=O)c2cccc(C)c2)c1 (centres undefined)
 : i, i, i, i, 0, i, i, i, i, i, i
> CCOc1ccc2nc(N/C(N)=N/C(=S)Nc3ccc(OC)cc3)nc(C)c2c1
 : i, i, i, i, -6, i, i, i, i, i, i
> CCNC(=O)NC(=O)C(C)OC(=O)C(C)(C)Oc1ccc(Cl)cc1 (centres undefined)
 : i, i, i, i, 1, i, i, i, i, i, i
> CCOC(=O)c1sc(NC(=O)c2cccs2)cc1C
 : i, i, i, i, -4, i, i, i, i, i, i
> COc1ccc(CCN(Cc2ccccn2)C(=S)Nc2ccccc2F)cc1OC
 : i, i, i, i, -6, i, i, i, i, i, i
> O=C(c1ccc(-n2cncn2)c([N+](=O)[O-])c1)N1CCN(c2cccc(Cl)c2)CC1
 : i, i, i, i, -8, i, i, i, i, i, i
